Source: PubChem
CHRM1 agonist: agonists of human M1 muscarinic receptor. 0.33% of 360,000 active. CHO-K1 hM1, Fluo-8 calcium fluorescence, agonist mode; 0% DMSO, 100% acetylcholine EC100. activation, % at 3 µM. P11229;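 active means activation above the run's mean compound activation plus 3 SD, cut at about 16% in these data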;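 further: peak over basal fluorescence ratio within a 140 s kinetic read after compound addition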
Target sequence (P11229 whole entry, looked up): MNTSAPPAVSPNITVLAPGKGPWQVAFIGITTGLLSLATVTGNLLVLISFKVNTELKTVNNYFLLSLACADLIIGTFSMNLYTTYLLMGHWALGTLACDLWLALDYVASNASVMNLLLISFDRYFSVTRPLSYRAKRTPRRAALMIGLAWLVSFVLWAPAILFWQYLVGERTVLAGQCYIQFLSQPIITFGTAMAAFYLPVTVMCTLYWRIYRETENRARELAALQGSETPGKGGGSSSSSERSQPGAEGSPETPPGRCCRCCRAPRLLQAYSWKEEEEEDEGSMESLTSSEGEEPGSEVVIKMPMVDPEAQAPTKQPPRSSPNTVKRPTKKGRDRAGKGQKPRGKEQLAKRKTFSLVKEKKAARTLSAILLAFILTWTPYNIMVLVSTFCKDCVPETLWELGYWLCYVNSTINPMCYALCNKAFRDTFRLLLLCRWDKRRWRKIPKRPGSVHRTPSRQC
CHO parental Ca: signal in parental CHO cells, OX1R antagonist counter-screen; parental CHO-K1, ATP-induced calcium, Fluo-8 fluorescence; inhibition, % at 5.6 µM; 0.63% of 330,000 active; AID 463079;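 active means inhibition above that plate's mean sample inhibition plus 3 SD, cut at about 26% in these data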;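 further: 0% = ATP-challenged DMSO wells and 100% = DMSO wells without ATP; some compounds past the cut are filed as inactive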
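Material: Parental CHO cells | Reagent: ATP | Compound dosing: Single nominal dose of 5.6 µM per compound | Detection: Intracellular calcium via Fluo-8 no-wash fluorescent dye | Read-out: % inhibition of ATP-induced calcium mobilization | Benchmarks: Low control ATP plus DMSO, high control DMSO only | Replicates: Singlicate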
CHO-K1 Ca PAM: nonselective activator or artifact in parental CHO-K1 calcium assay; ATP EC20, Fluo-8 calcium fluorescence; 0% at ATP EC20, 100% at ATP max; activation, % at 3 µM; 0.02% of 360,000 active; AID 602247;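 active means activation above the run cutoff, the mean activation of all test compounds plus 3 SD, cut at about 40% in these data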;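 further: peak over basal fluorescence ratio in a 140 s read after ATP addition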
M1 ag parental: counter-screen for M1 agonists: effect in parental CHO-K1 cells. Fluo-8 calcium fluorescence; scaled to maximal ATP response, vehicle zero. 0.48% of 360,000 active. activation, % at 3 µM; in the data active means activation above about 15%;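 further: untransfected CHO-K1 host cells lacking M1 receptor as counterscreen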
TAAR1 antagonist: human TAAR1 antagonism. Q96RJ0. CHO RD-HGA16 TAAR1, Fluo-8 calcium fluorescence, antagonist. inhibition, % at 3 µM. 1.5% of 360,000 active. AID 624466;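 active means inhibition above a per-plate cutoff, the mean inhibition of test compounds on that plate plus 3 SD, cut at about 49% in these data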;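 further: 0% = DMSO plus EC80 beta-PEA response and 100% = DMSO alone without agonist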
Target sequence (Q96RJ0 whole entry, looked up): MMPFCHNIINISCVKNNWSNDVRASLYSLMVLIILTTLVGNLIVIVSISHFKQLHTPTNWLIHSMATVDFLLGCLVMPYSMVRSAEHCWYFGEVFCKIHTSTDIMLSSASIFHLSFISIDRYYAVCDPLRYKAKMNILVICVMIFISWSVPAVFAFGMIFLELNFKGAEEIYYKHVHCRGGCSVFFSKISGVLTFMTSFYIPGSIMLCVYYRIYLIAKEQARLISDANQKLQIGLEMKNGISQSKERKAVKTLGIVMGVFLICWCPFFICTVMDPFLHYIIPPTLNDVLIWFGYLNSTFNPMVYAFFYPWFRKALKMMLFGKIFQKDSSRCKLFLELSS
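Material: CHO RD-HGA16 cells bearing hTAAR1; compound dosing: one-point dosing, 3 µM nominal final; schedule: dye loading 75 min at 37 °C, then 30 min room temperature; measured by: calcium fluorescence with Fluo-8; control set: vehicle and agonist controls; replication: n of 1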
TAAR1 ag: human TAAR1 agonism; Q96RJ0; CHO RD-HGA16 TAAR1, Fluo-8 calcium fluorescence; vehicle wells 0%, saturating PEA agonist 100%; activation, % at 3 µM; 0.99% of 360,000 active; AID 624467;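 active means activation above the mean activation of all test compounds in the run plus 3 SD, cut at about 38% in these data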
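Repeats: no replicates (n 1) | Material: CHO-derived RD-HGA16 cells with stable Gα16 and human TAAR1 | Technique: Kinetic Fluo-8 calcium fluorescence | Schedule: 17-24 h seeding, 75 min 37 °C dye, 30 min RT | Evaluation: % activation from peak over basal fluorescence ratio, DMSO-to-PEA scaled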
CHO-K1 Ca antag: M1 antagonist counterscreen hit in parental CHO-K1 cells. ATP-induced calcium, Fluo-8 fluorescence. inhibition, % at 3 µM. 0.6% of 360,000 active. AID 602250;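 active means inhibition above a per-plate cutoff, the plate's mean sample inhibition plus 3 SD, cut at about 24% in these data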;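 further: 0% = DMSO plus EC80 ATP and 100% = DMSO alone without ATP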
V1R ag counter: V1a receptor agonism, counter-screen for OXTR agonists; 0.25% of 320,000 active; P37288; CHO-V1R cells, Fluo-8 calcium fluorescence, agonist mode; 0% DMSO, 100% 3 nM vasopressin; activation, % at 3 µM;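 active means activation above the mean activation of all tested compounds plus 3 SD, per screening run, cut at about 20% in these data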;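 further: signal is peak over basal fluorescence ratio across a 100 second FLIPR read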
OXTR potentiate: potentiators of human oxytocin receptor; activation, % at 3 µM; CHO-OTR cells, Fluo-8 calcium fluorescence, potentiator mode; 0% = oxytocin EC15, 100% = EC100; AID 2445; 0.061% of 320,000 active;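 active means activation above that plate's cutoff, the mean activation of tested compounds plus 3 SD, cut at about 6.6% in these data, passing the limit was not always enough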;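 further: 100% uses oxytocin at 75 nM as the full agonist control; some results filed as inactive read as strong as hits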
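Dosing: Single dose, 3.0 µM nominal final compound concentration | Material: Human OTR in CHO cells | Technique: Kinetic Fluo-8 calcium fluorescence | Benchmarks: EC15 oxytocin alone as 0%, 75 nM oxytocin as 100% | Probe or stimulus: Oxytocin at about EC15, sub-maximal agonist stimulus | Incubation: Compound 6 min at room temperature before oxytocin, 100 s read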
* hit, by the source's call; / = not tested or not shown.

The opening 2 compounds (preview)
SMILES | CHRM1 agonist | CHO parental Ca | CHO-K1 Ca PAM | M1 ag parental | TAAR1 antagonist | TAAR1 ag | CHO-K1 Ca antag | V1R ag counter | OXTR potentiate
Cc1cccc2c(=O)n3c(cc12)-c1[nH]c2ccccc2c1CC3 | -5 | / | 13 | 0.7 | 11 | 3 | -16 | / | /
Cc1ccc(S(=O)(=O)N2CCOCC2)cc1NC(=O)COC(=O)CCc1c[nH]c2ccccc12 | 4 | -9 | 8 | 8.6 | 36 | 13 | -15 | 11 | -10

This part in full (from the top)
SMILES | CHRM1 agonist | CHO parental Ca | CHO-K1 Ca PAM | M1 ag parental | TAAR1 antagonist | TAAR1 ag | CHO-K1 Ca antag | V1R ag counter | OXTR potentiate
Cc1cccc2c(=O)n3c(cc12)-c1[nH]c2ccccc2c1CC3 | -5 | / | 13 | 0.7 | 11 | 3 | -16 | / | /
Cc1ccc(S(=O)(=O)N2CCOCC2)cc1NC(=O)COC(=O)CCc1c[nH]c2ccccc12 | 4 | -9 | 8 | 8.6 | 36 | 13 | -15 | 11 | -10
Cc1cccc(OCC(=O)NC2CCCc3ccccc32)c1C (configuration not stated) | -9 | -23 | -5 | 0.0 | 4 | 2 | 6 | -0.3 | -13
Cc1cccc(C)c1OCc1cc(C(=O)N2CC3C[C@@H]4CC2C[C@H](C3)C4)no1 | -5 | -19 | -5 | -0.2 | 27 | 4 | 1 | 0.2 | -14
O=C(Nc1ccc2c(c1)[C@H]1C[C@@H](CC(=O)N3CCOCC3)O[C@@H](CO)[C@H]1O2)C1CCOCC1 | -4 | / | -8 | 0.0 | -5 | 2 | 1 | / | /
O=CN1CCN(C(=O)c2ccc(Br)o2)CC1 | -1 | 1 | -24 | -0.1 | -11 | 2 | 0 | 0.8 | 1
CCN(C(=O)CSc1n[nH]c(N)n1)C1CCCCC1 | -4 | -13 | 1 | 0.1 | -11 | 5 | -10 | 0.5 | 2
COc1ccc(S(=O)(=O)Nc2cc(C)c(O)cc2C(C)C)cc1 | 10 | -4 | 12 | 4.2 | 6 | 31 | -11 | 12 | -22
COC(=O)c1ccc(S(=O)(=O)c2ccccc2)c(N)c1 | 0 | -7 | -4 | 4.8 | 18 | 6 | 19 | 3.2 | -14
O=c1[nH]c(NCCO)nc2ncn(Cc3ccccc3)c12 | 1 | -13 | 0 | -0.1 | -9 | 6 | -2 | 1.3 | -14
Cc1ccccc1NC(=O)CSc1cn[nH]n1 | -2 | 4 | 9 | 0.4 | -17 | 0 | -6 | 0.1 | -8
CC1CC(N(C(=O)c2ccco2)c2ccccc2)c2ccccc2N1 (configuration not stated) | -4 | -30 | 14 | 0.4 | 23 | 6 | -1 | -1.8 | -7
Cc1ccc(-c2cc(C(F)(F)F)n3ncc(C(=O)N4CCCc5ccccc54)c3n2)cc1 | -2 | -8 | 7 | 0.2 | -13 | 7 | -16 | 0.2 | -6
CCOC(=O)Nc1ccc2c(c1)N(C(=O)CCN1CCN(CCO)CC1)c1ccccc1CC2 | -5 | -5 | 5 | 0.2 | -8 | 5 | -5 | -0.7 | 2
CC(=O)Nc1cccn(Cc2c(Cl)cccc2Cl)c1=O | -7 | -4 | 3 | 0.3 | -9 | 1 | -2 | 0.8 | -8
O=C(c1ccco1)N1CCN(c2c([N+](=O)[O-])nn(-c3ccc(Cl)cc3)[n+]2[O-])CC1 | -3 | -18 | -4 | 0.6 | -15 | -1 | -5 | -0.9 | -4
CCN(CC(=O)Nc1ccccc1C(F)(F)F)C(=O)c1ccc2c(c1)NC(=O)C(C)S2 (configuration not stated) | -1 | / | 26 | 3.0 | -8 | 8 | -10 | / | /
CC1CN(C(=S)Nc2ccc(Cl)cc2)CC(C)O1 (configuration not stated) | -1 | 1 | 6 | 1.3 | -7 | 18 | 4 | -1.0 | -13
NNC(=O)C1=NOC2COC3(CCN(c4ncccn4)CC3)OCC12 (configuration not stated) | -8 | -17 | -9 | -0.8 | -14 | 4 | 8 | -0.3 | 5
Cc1cc[n+]2cc(-c3cccc([N+](=O)[O-])c3)c(-c3cccc([N+](=O)[O-])c3)cc2c1 | -10 | -9 | 20 | 4.7 | -10 | 3 | 4 | -0.3 | -9
COc1ccccc1CNC(=O)COC(=O)CNS(=O)(=O)c1ccc(NC(C)=O)cc1 | -3 | -12 | 24 | 0.0 | -18 | 0 | -11 | 0.4 | -4
CCC(C)NC(=O)c1ccc(NC(=O)CC2SC(N3CCCCC3)=NC2=O)cc1 (configuration not stated) | -4 | -8 | 7 | 0.9 | 10 | 2 | 11 | 1.3 | -3
CCN(CC(=O)NCc1ccc(F)cc1)C(=O)c1oc2ccccc2c1C | -6 | -26 | -11 | 1.3 | -13 | 0 | -4 | 1.4 | -8
Cc1cc(C)c(NC(=O)C(C)N2CCCCCC2)c(C)c1 (configuration not stated) | -6 | -19 | 14 | 0.3 | -4 | 2 | -11 | 0.2 | 4
COC(=O)Nc1nnc(-c2ccccc2OC)s1 | 0 | -15 | 21 | 11 | -8 | 0 | -3 | 0.1 | -6
O=C(C[C@H]1C/C=C/CC[C@H](Cc2ccc(F)cc2)C(=O)O[C@H](c2ccccc2)CNC1=O)NCCO | -7 | -13 | -10 | -0.2 | -10 | 9 | -4 | 1.0 | -5
CC1CCN(c2ccccc2NC(=S)NC(=O)c2cccs2)CC1 | -3 | -39 | 2 | 0.2 | -13 | 8 | -13 | 0.5 | -6
COc1ccc(CCNC(=O)c2cc(Cl)nc3ccccc23)cc1 | -3 | -22 | 20 | 1.9 | -12 | -1 | -13 | 1.9 | -10
O=C(COc1ccc(Br)cc1)NCCNC(=O)c1ccccn1 | -2 | -16 | 24 | 2.2 | 14 | 4 | -15 | -0.6 | 1
S=C(NCC1CCCO1)Nc1cccc2ccccc12 (configuration not stated) | -3 | -18 | -8 | -0.6 | 6 | 2 | 3 | 2.2 | 5
CCCC/C=C/c1cccc2nncn12 | -5 | / | 7 | -0.1 | -12 | 3 | -9 | / | /
CC12CCC(C/C1=N/OC(=O)c1cccc([N+](=O)[O-])c1)C2(C)C (configuration not stated) | -3 | -5 | 4 | 0.3 | -9 | 40* | -17 | -0.2 | -4
NC(=O)C1CCN(Cc2nc3cc(Cl)ccc3c(=O)[nH]2)CC1 | -3 | -23 | 23 | 0.3 | -3 | 0 | -7 | -0.8 | -10
CCCOc1ccc(-c2nc(SCc3ccccc3)[nH]c(=O)c2C#N)cc1OC | 1 | -11 | -12 | 0.1 | -27 | 0 | 3 | 0.1 | -7
CCc1cc(-c2nnn(CCC3COCCO3)c2CC)cc(CC)c1-c1cn(CCc2c[nH]c3ccccc23)nn1 (configuration not stated) | 0 | / | 8 | 1.0 | 9 | 1 | -3 | / | /
Cc1nc2ccccc2nc1-c1ccc([N+](=O)[O-])cc1 | -2 | / | -11 | -0.5 | -16 | 2 | -6 | / | /
COc1ccc([C@@H]2[C@@H]3C(=O)N(C(C)(C)C)C(=O)[C@@H]3[C@]3(C)C(=O)N(c4ccccc4)C(=O)N23)cc1 | 0 | -13 | 13 | 0.3 | -4 | 6 | -6 | 0.1 | -2
COc1ccc2[nH]c(=O)c(CN(C(=O)NC3CCCCC3)C3CCCCC3)cc2c1 | -3 | -28 | 6 | 0.2 | 2 | -2 | -8 | -1.8 | 4
Cc1ccccc1OCc1nnc(SCC(=O)Nc2ccc3nc(SCC(=O)Nc4ccccc4)sc3c2)n1C | 2 | -9 | 16 | 1.6 | 46 | 7 | -3 | 1.2 | -10
CC(C)C[C@@H]1Cc2[nH][nH]c(=O)c2[C@H](c2ccc(Cl)cc2)O1 | / | / | 23 | 1.1 | 2 | 1 | -26 | / | /
CN(C)c1nc(NN)nc(Nc2ccc(F)cc2)n1 | -9 | -14 | 7 | -0.3 | -5 | -1 | -5 | -2.6 | -2
Cc1ccc(CNC(=O)CCS(=O)(=O)c2ccc3nc(C)sc3c2)cc1 | -1 | -16 | 14 | 2.8 | -27 | 0 | -7 | 1.5 | -5
CCC(=O)Nc1nnc(SCc2ccccc2F)s1 | -1 | -5 | 7 | -0.2 | -23 | 2 | -7 | 1.2 | -5
COc1ccc(-c2nnc(SCC(=O)NCc3cccs3)n2CC(C)C)cc1 | -4 | -9 | -3 | 0.2 | -17 | 1 | 3 | -0.3 | -9
COC(=O)COc1cccc(NC(=O)c2ccc(Cl)cc2)c1 | -11 | -7 | 10 | 0.5 | 4 | 0 | 6 | 0.1 | -2
COCCN(CCOC)Cc1c(O)ccc2c1O/C(=C\c1ccc(C)o1)C2=O | -1 | 1 | 7 | 0.7 | -6 | -1 | -8 | 0.3 | 1
CCCCNC(=O)Nc1cc(C(F)(F)F)c[nH]c1=O | -5 | 6 | 21 | 1.7 | 2 | 6 | -2 | -0.5 | 6
CN1/C(=C\P(=O)(N(C)C)N(C)C)C(C)(C)c2ccccc21 | 0 | 45* | 5 | 2.1 | 9 | 13 | 16 | 9.5 | -6
CCOc1ccc(-n2c(SCC(=O)Nc3cc(OC)c([N+](=O)[O-])cc3C)nc3ccccc32)cc1 | -3 | -12 | 2 | -0.2 | -9 | 1 | -6 | 1.2 | 4
CC1CCc2c(sc(N)c2C(N)=O)C1 (configuration not stated) | -1 | -22 | -9 | -0.9 | 2 | 5 | 0 | -0.7 | 1
CC(=O)N(/C=C1\SC(=S)N(c2ccccc2)C1=O)c1ccccc1 | -1 | 5 | 14 | 6.1 | -11 | 3 | -6 | 16 | -12
COC(=O)CCC(=O)N1CN2CN(C(=O)CCC(=O)OC)CC([N+](=O)[O-])(C2)C1 | -2 | -12 | -19 | -0.1 | 5 | 2 | 3 | 0.2 | -1
CCOc1ccccc1N1CCN(S(=O)(=O)c2cc(C)ccc2OC)CC1 | -5 | -13 | 16 | 3.1 | 4 | 2 | -4 | -0.7 | -7
COP(=O)(OC)C(=NNS(=O)(=O)c1ccc(C)cc1)c1ccccc1 | 3 | / | -22 | -0.6 | -14 | 2 | 6 | / | /
CCC(=O)c1ccc(N2CCN(C(=O)COc3ccccc3F)CC2)c(F)c1 | -5 | -3 | 11 | 6.9 | -5 | 1 | -19 | 8.2 | -22
CCn1nc(C(=O)OCC(=O)c2cc(C)n(Cc3cccs3)c2C)c2ccccc2c1=O | -2 | 13 | 19 | 1.0 | 1 | 12 | -6 | -0.2 | -12

Random draw from the library. About 3.3% of those tested had a hit in this group.
